Yeast superoxide = caloric restriction mimetics inhibiting age-related superoxide in yeast. actives 0.18% (n = 330,000). S. cerevisiae aged cells, superoxide DHE fluorescence; stronger effect = lower value. superoxide response (% of plate mean), % at 10 µM;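 active = superoxide response under a set limit, about three screen SD below normal, cut at about 65% in these data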;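 note: yeast aged for seven days with compound at 30 °C before DHE staining; 100% = average MFI of all compound-treated wells on the plate with controls excluded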
MCL1-BIM inh = MCL1-BIM-BH3 interaction inhibition (human) | inhibition, % at 10.9 µM | actives 0.68% (n = 320,000) | AID 2057 | GST-MCL1 / FITC-Bim-BH3 fluorescence polarization | Q07820;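 active = inhibition above the mean inhibition of all tested compounds plus 3 SD, set per campaign, cut at about 40% in these data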;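 note: 0% = DMSO wells and 100% = unlabeled Bim-BH3 peptide control; higher means more loss of mP so more displacement of Bim peptide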
Target sequence (Q07820 whole entry, looked up): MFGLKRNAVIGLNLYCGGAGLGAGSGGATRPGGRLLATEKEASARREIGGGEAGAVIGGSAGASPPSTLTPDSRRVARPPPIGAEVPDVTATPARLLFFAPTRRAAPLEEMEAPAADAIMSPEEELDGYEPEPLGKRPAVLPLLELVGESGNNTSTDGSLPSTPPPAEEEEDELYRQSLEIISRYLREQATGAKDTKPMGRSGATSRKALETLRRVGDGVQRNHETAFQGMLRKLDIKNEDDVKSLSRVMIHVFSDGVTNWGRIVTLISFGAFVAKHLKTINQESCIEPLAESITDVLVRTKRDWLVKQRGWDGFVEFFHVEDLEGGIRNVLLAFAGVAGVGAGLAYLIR
EBNA-1 inh = blocks EBNA-1 binding to DNA. EBNA-1 DNA binding, fluorescence polarization. inhibition, % at 14.8 µM. actives 0.34% (n = 300,000). AID 1950; in the data active = inhibition above about 28%
Fam108B counter = Fam108B inhibition, counter-screen for RBBP9 inhibitors; actives 0.33% (n = 300,000); recombinant Fam108B, FP-Rh probe fluorescence polarization; inhibition, % at 9.51 µM; AID 1947;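 active = inhibition above the screen mean inhibition plus 3 SD, computed separately per campaign, cut at about 18% in these data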;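 note: inhibitors lower polarization as less probe binds the enzyme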
Efflux pump mplx = inhibitors of Candida antifungal efflux pumps expressed in yeast; S. cerevisiae Candida pump triplex, Nile Red efflux; inhibition, % at 10 µM; actives 0.44% (n = 330,000);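 active = plate passing quality check with inhibition over a set limit, or well fluorescence over plate mean plus 4 SD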;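 note: Nile Red retained in pooled yeast measured as flow cytometry median fluorescence; 0% = buffer negative control and 100% = Enniatin B positive control; higher means more Nile Red kept so more efflux inhibition; some compounds called inactive have numbers as strong as hits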
MEX-5 binding = C. elegans MEX-5 TCR-2 RNA binding activity; Q9XUB2; MEX-5/FITC-TCR2 RNA binding, fluorescence polarization; stronger effect = lower value; activity score (negative = inhibition of binding), % at 10 µM; actives 0.38% (n = 300,000);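 active = inhibition past about -25% in most replicates, and total fluorescence under double the plate's negative control median, limit read from the data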;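 note: 0% = DMSO and -100% = 5 µM competing unlabeled TCR2 RNA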
Target sequence (Q9XUB2 whole entry, looked up): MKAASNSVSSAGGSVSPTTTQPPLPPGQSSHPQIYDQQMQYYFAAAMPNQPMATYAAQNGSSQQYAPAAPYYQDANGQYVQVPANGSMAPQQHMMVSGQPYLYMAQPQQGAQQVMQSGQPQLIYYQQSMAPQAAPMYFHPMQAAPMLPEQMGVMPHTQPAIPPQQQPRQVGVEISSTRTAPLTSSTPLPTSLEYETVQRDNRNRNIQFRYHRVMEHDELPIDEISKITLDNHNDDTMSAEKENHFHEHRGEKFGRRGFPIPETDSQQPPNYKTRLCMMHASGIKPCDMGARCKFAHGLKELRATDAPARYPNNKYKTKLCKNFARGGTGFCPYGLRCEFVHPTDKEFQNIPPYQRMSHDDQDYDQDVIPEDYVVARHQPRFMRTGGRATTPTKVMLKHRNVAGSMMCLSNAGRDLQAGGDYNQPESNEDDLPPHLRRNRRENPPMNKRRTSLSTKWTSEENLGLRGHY
ZTA counter = blocks Epstein-Barr virus ZTA, an EBNA-1 counter-screen | P03206 | ZTA-DNA binding, fluorescence polarization | inhibition, % at 11 µM | actives 0.15% (n = 320,000); in the data active = inhibition above about 33%
Target sequence (P03206 whole entry, looked up): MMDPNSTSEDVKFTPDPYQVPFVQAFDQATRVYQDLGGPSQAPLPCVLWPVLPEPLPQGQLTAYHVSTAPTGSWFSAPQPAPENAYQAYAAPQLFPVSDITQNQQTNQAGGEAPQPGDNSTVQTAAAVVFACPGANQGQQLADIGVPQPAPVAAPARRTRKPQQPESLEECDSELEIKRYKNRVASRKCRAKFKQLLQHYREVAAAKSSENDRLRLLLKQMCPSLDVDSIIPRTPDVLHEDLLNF
GLD-1 TGE inh = GLD-1-TGE RNA interaction inhibition (C. elegans) | Q17339 | purified GLD-1 + fluorescein TGE RNA, fluorescence polarization | inhibition, % at 5.96 µM | actives 0.44% (n = 320,000) | AID 2280;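 active = percent inhibition above a per-plate cutoff, the plate mean of test compounds plus 3 SD, cut at about 30% in these data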;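 note: 0% = DMSO wells with GLD-1 and probe and 100% = wells lacking GLD-1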
Bcl-xL primary = inhibitors of human Bcl-xL. GST-Bcl-xL / FITC-Bim BH3 peptide fluorescence polarization. actives 0.7% (n = 320,000). inhibition, % at 10.9 µM;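 active = inhibition above the mean of all tested compounds plus 3 SD, cutoff set per campaign, cut at about 30% in these data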;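 note: 0% = DMSO wells and 100% = unlabeled Bim-BH3 peptide competitor; inhibitors lower millipolarization by displacing the labeled peptide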
* hit, by the source's call; x = no result given. Rows are unselected; about 2.3% have a hit in one of these screens.

SMILES	Yeast superoxide	MCL1-BIM inh	EBNA-1 inh	Fam108B counter	Efflux pump mplx	MEX-5 binding	ZTA counter	GLD-1 TGE inh	Bcl-xL primary
O=C(O)CNS(=O)(=O)/C=C/c1ccccc1	99	-8	6	-1	0.0	1.1	1	3	5
Cc1nc(NCC2CC2)c2nnn(Cc3ccccc3)c2n1	110	3	-12	-4	0.0	3.0	6	-12	3
Cc1csc(SCc2ccc(C(=O)O)cc2)n1	111	0	8	-1	0.0	-2.9	6	1	-2
CCOc1ccccc1Nc1nc2ccccc2[nH]1	100	0	0	-2	0.0	2.3	9	-5	6
NC(=O)COC(=O)/C=C/c1ccc(S(=O)(=O)N2CCCCCC2)cc1	99	-12	-15	-7	-0.2	1.8	-4	3	-11
CCn1ncc(Br)c1C(=O)Nc1sc2c(c1C(=O)OC)CCC2	96	0	0	1	0.4	-0.7	-3	1	3
CN(CC(=O)Nc1ccc(F)cc1)CC(=O)N1CCCCC1	77	-11	x	x	-0.1	x	6	-6	-10
Nc1nc(SCC(=O)N2CCCc3ccccc32)[nH]c(=O)c1-c1ccccc1	85	9	3	-3	-0.1	0.9	6	7	5
CCN1CCN(C(=O)c2ccc(Sc3ccccc3Cl)c([N+](=O)[O-])c2)CC1	107	11	2	6	-7.5	-1.2	1	2	7
COc1ccc(C(=O)N/C(=C/c2cccnc2)C(=O)Nc2cccc(C(C)=O)c2)cc1OC	100	4	-5	1	-0.2	-0.1	-16	-3	5
O=C(CSCc1ccc(Cl)cc1)NN=C1CCCCCC1	104	8	-8	2	0.1	1.0	-8	-1	0
O=C(O)C1CCC(CNS(=O)(=O)c2ccccc2)CC1 (stereo not drawn)	106	1	2	-1	0.1	-0.7	-5	-3	-4
Cn1nc(C(=O)Nc2sccc2C(N)=O)ccc1=O	104	9	1	-1	0.3	-0.4	5	-33	-1
Cc1cc(C)nc(N2CCN(c3nnnn3-c3ccccc3)CC2)n1	96	5	2	-6	-0.1	0.3	4	8	8
CN(C)C(=O)N1CCCC(C(=O)NCCc2ccccc2)C1 (stereo not drawn)	109	4	-11	3	0.1	0.1	-3	1	5
COc1ccc(S(=O)(=O)N2CCC(C(=O)N[C@H](C(=O)NCc3ccco3)C(C)C)CC2)cc1	88	-6	-7	-7	0.2	0.3	-10	7	1
COc1ccc(N2CC(C(=O)N[C@H](C(=O)NC3CCCCC3)C(C)C)CC2=O)cc1 (stereo partly drawn)	92	0	-1	2	-0.1	0.6	0	4	3
O=C(NNC(=O)C1CCN(Cc2ccccc2)CC1)c1cccs1	104	-2	8	-1	-0.1	2.1	14	1	-2
c1ccc(-c2nnc(SCc3nc4ccccc4[nH]3)n2Cc2ccco2)cc1	105	-4	11	5	-0.1	4.9	-16	6	-1
CCCCn1c(N)c(N(CCOC)C(=O)c2cc(CC)c(C)s2)c(=O)[nH]c1=O	90	-4	-3	-1	0.1	0.5	3	1	-2
Cc1cc2oc(=O)cc(CSc3nnc(-c4cccs4)o3)c2cc1C(C)C	90	-20	-7	-9	-0.2	1.2	6	4	-8
Cc1cc(-c2n[nH]c(=S)n2/N=C/C=C/c2ccco2)n[nH]1	88	15	-1	1	-0.1	-5.6	13	5	9
CC(C)NC(=S)N1CCN(c2ncccn2)CC1	97	-1	6	3	0.0	2.4	7	7	4
CCN(CC(=O)Nc1cc(Cl)ccc1OC)CC(=O)NC1CCS(=O)(=O)C1 (stereo not drawn)	95	-8	-3	-1	-0.1	1.9	-11	0	-1
Cc1onc(-c2ccccc2)c1C(=O)N1CCC(C)CC1	102	-7	-22	2	0.0	-0.9	-15	-5	-3

The results go on.
SMILES	Yeast superoxide	MCL1-BIM inh	EBNA-1 inh	Fam108B counter	Efflux pump mplx	MEX-5 binding	ZTA counter	GLD-1 TGE inh	Bcl-xL primary
O=C(c1ccc(S(=O)(=O)Nc2ccccc2)cc1)N1CCCC(C(F)(F)F)C1 (stereo not drawn)	102	5	1	-1	0.1	1.8	-2	-5	7
CC1CCCCN1C(=O)COC(=O)/C=C/c1ccc2ccccc2n1 (stereo not drawn)	93	-1	-7	1	0.3	-1.3	-4	3	-1
CC(OC(=O)c1cccc(N2C(=O)c3ccccc3C2=O)c1)C(=O)Nc1ccc(N(C)C)cc1 (stereo not drawn)	106	12	10	-1	0.9	-1.7	-3	3	-1
CCc1ccc(-c2ccc(SCC(=O)NCC3CCCO3)nn2)cc1 (stereo not drawn)	102	7	3	2	-0.2	-2.1	8	7	5
C#CCOc1nc2c(c(=O)n(C)c(=O)n2C)n1Cc1ccccc1	95	-5	9	-4	0.0	-0.4	14	4	-1
Cc1ccc2cccc(OCC(=O)N3CC(C)CC(C)C3)c2n1 (stereo not drawn)	88	6	0	-1	-0.1	-1.3	-4	-7	-3
Cc1ccc(CNC(=O)CCc2ccc(S(=O)(=O)NCC(C)C)cc2)cc1	100	-2	-14	-6	0.4	3.8	-5	2	0
Cc1oc(-c2ccc(Cl)cc2)nc1CN1CCCC(C(=O)N2CCN(C(=O)c3ccco3)CC2)C1 (stereo not drawn)	99	2	11	-2	0.0	-2.8	28	1	4
C[C@H](NC(=O)NCc1ccc(F)cc1)C(=O)O	91	4	0	2	-0.1	-1.2	-8	2	4
C=CCN1C(=O)C(Cc2ccccc2Cl)SC1=Nc1ccc(C(=O)O)cc1 (stereo not drawn)	112	5	1	-3	-0.2	-2.8	9	2	5
COc1ccccc1CNC(=O)N/C=C/c1ccc(Cl)cc1	94	-9	18	-3	-0.3	1.1	16	10	0
CN(c1cccc(NC(=O)c2ccc(C(C)(C)C)cc2)c1)S(C)(=O)=O	99	-6	-5	-1	0.3	0.2	7	0	-3
CC(=O)CC(=O)Nc1ccc(C(N)=O)cc1	96	-2	0	-15	-0.1	1.1	-18	10	2
CN1C(=O)/C(=N/OC(=O)c2ccccc2Br)c2ccccc21	77	-4	12	2	-0.1	2.9	3	-1	1
Cc1ccc(C(=O)NC(=S)Nc2ccccc2C(F)(F)F)cc1C	101	13	-3	-3	0.2	0.2	4	-3	3
COc1ccc(-n2c(CCc3ccccc3)nnc2SCC(=O)NCc2ccccc2)cc1	107	-9	8	0	-0.1	-1.2	-1	4	-5
C=CCn1c(CCC(=O)Nc2ccc(C)c(Cl)c2)nnc1SCC(=O)Nc1ccccc1C	105	6	0	-2	0.1	1.5	-11	8	2
CCCc1cc(=O)n2[nH]c(NCc3cccs3)nc2n1	99	0	-1	3	0.0	x	-4	1	3
O=[N+]([O-])c1ccc2cn[nH]c2c1	107	3	-9	-5	-0.1	-3.6	4	2	5
Cc1c(NC(=O)CN2c3cccc4cccc(c34)S2(=O)=O)c(=O)n(-c2ccccc2)n1C	95	6	1	-3	-0.4	2.4	-11	2	2
S=C1SCN(Cc2cccnc2)CN1Cc1ccccc1	144	3	-17	5	0.1	-0.2	-9	3	6
COc1ccccc1N1CCN(C(=O)C(C)NC(=O)c2ccco2)CC1 (stereo not drawn)	84	9	x	x	0.1	x	6	-1	3
CCOc1ccc(CC(=O)C2=C(N3CCOCC3)CC(C)(C)CC2=O)cc1OCC	93	-3	-5	3	0.1	1.6	16	3	3
Cn1c(=O)c2ncn(CC(=O)O)c2n(C)c1=O	97	0	3	6	1.1	-0.6	-2	0	0
CCCCNC(=S)N(C)N=C1CCC(c2ccccc2)CC1 (stereo not drawn)	101	3	-2	1	0.2	-0.8	9	4	-4

The listing continues.
SMILES	Yeast superoxide	MCL1-BIM inh	EBNA-1 inh	Fam108B counter	Efflux pump mplx	MEX-5 binding	ZTA counter	GLD-1 TGE inh	Bcl-xL primary
Cc1cc(=O)n2cccc(O)c2n1	103	8	4	0	0.0	-1.4	3	1	6
COc1ccc(-n2nc3cc(C)c(NC(C)=O)cc3n2)cc1	98	-10	-8	1	-0.1	0.4	6	-1	-2
CC(C)C(=O)NC(c1ccccc1)c1cc([N+](=O)[O-])c2cccnc2c1O (stereo not drawn)	111	7	3	8	-0.2	-2.6	-4	-4	0
CN(c1ccc(OCC(=O)O)cc1)S(=O)(=O)c1ccc2ccccc2c1	88	15	-9	1	-0.1	2.1	-21	4	5
COc1ccc(OCC(=O)NNC(=O)c2cccs2)cc1	107	2	-3	0	0.0	-5.2	-1	5	0
CCC(CC)n1[nH]c(=O)cc1N	97	-4	2	4	0.0	0.2	-7	-1	4
Cn1cc(CN2CCCC(C(=O)Nc3ccc(-c4cccc(F)c4)cc3)C2)cn1 (stereo not drawn)	83	-3	-26	2	0.3	0.9	17	-1	2
CC(C)(O)C#Cc1ccc(C(=O)NCc2ccccc2)s1	102	-1	-4	-2	0.0	0.1	-2	6	3
Cc1cc(C(=O)Nc2c(C)n(C)n(-c3ccccc3)c2=O)c2ccccc2n1	93	6	-3	3	-0.1	0.4	-24	4	6
CCOc1ccc(C(=O)NC2CC(C)(C)NC(C)(C)C2)cc1	95	-1	-3	6	0.0	-1.5	-9	9	3
CC1CCN(C(=O)COc2ccccc2F)CC1	105	3	-10	-3	0.2	-0.8	10	-8	1
COc1ccc(C)cc1Cn1c(S(C)(=O)=O)nc2ccccc21	97	7	5	-1	0.0	0.2	10	4	5
O=C(Nc1ccccc1Cl)C1CCCN(S(=O)(=O)c2ccc(-n3cnnn3)cc2)C1 (stereo not drawn)	98	6	-2	-5	0.5	2.0	0	4	5
Cc1c(C(=O)N2CCOCC2)c(S(=O)(=O)Nc2ccccc2)c(C)n1C	107	-2	-6	-2	-0.1	-1.6	-8	0	3
CCCCNc1nc(N)ncc1[N+](=O)[O-]	109	7	-8	-3	-0.1	1.8	-10	-2	4
CC(=O)ON1C(C)(C)Cc2noc(N)c2C1(C)C	90	4	1	-1	-0.1	-0.4	15	7	5
CCc1cccc(C)c1NC(=S)N1CCCCC1c1cccnc1 (stereo not drawn)	109	-5	3	0	0.1	-0.9	1	1	-2
COc1cccc(C2C(C#N)=C(N)N(c3ncn[nH]3)C3=C2C(=O)CCC3)c1 (stereo not drawn)	101	2	-1	11	-0.8	1.8	3	4	4
CS(=O)(=O)N1Cc2ccccc2CC1C(=O)OCC(=O)Nc1ccc2ccccc2c1 (stereo not drawn)	101	2	10	-5	0.1	2.0	9	11	7
CC(C)(C)c1ccc(C(=O)NCC(=O)OCC(=O)Nc2ccccc2[N+](=O)[O-])cc1	83	-6	-4	1	-0.2	-0.5	-27	6	-4
COc1cc(/C=C(\C#N)C(=O)NCC2CCCO2)ccc1OCC(N)=O (stereo not drawn)	91	4	-4	4	0.0	-1.1	16	3	4
COc1ccc(/C=C/C(=O)N(CC(C)C)C2CCS(=O)(=O)C2)cc1 (stereo not drawn)	111	6	-17	-5	0.0	-0.7	5	-6	-1
Nc1nc(SCC(=O)Nc2ccc(C(F)(F)F)cc2)[nH]c(=O)c1NC(=O)c1ccc(F)c(F)c1	94	-4	-4	-26	0.1	2.5	-16	-1	3
Cc1ccccc1C(=O)Nc1ccccc1Sc1ccccc1	103	6	4	-2	0.0	-1.1	17	1	1
O=C(c1ccc(S(=O)(=O)Nc2ccc(F)cc2)cc1)N1CCN(C(=O)c2ccco2)CC1	109	1	6	-2	0.1	3.1	2	-2	3

3 structures from above, ordered by length of the SMILES, smallest number first:
SMILES	Yeast superoxide	MCL1-BIM inh	EBNA-1 inh	Fam108B counter	Efflux pump mplx	MEX-5 binding	ZTA counter	GLD-1 TGE inh	Bcl-xL primary
Cc1ccccc1C(=O)Nc1ccccc1Sc1ccccc1	103	6	4	-2	0.0	-1.1	17	1	1
CCc1cccc(C)c1NC(=S)N1CCCCC1c1cccnc1 (stereo not drawn)	109	-5	3	0	0.1	-0.9	1	1	-2
COc1ccc(/C=C/C(=O)N(CC(C)C)C2CCS(=O)(=O)C2)cc1 (stereo not drawn)	111	6	-17	-5	0.0	-0.7	5	-6	-1

High-throughput results deposited in PubChem by several laboratories.
